# From PubChem BioAssay
# CatL inh: blocks human cathepsin L protease activity; 0.17% of 58,000 active; P07711; purified cathepsin L, fluorogenic substrate, fluorescence; inhibition, %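 (tested at 10 µM)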; in the data active = inhibition above about 45%;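 note: 0% = enzyme with no compound and 100% = no enzyme blank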
# CatS block: blocks human cathepsin S protease activity. P25774. recombinant cathepsin S, AMC dipeptide fluorescence, pooled mixtures. inhibition, %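 (tested at 5 µM per compound within 10-compound mixtures)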. 0.06% of 62,000 active; in the data active = inhibition above about 32%, passing the limit was not always enough;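 note: 0% = enzyme without compound and 100% = blank without enzyme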
# Target sequence (P25774 115-331 limits assumed): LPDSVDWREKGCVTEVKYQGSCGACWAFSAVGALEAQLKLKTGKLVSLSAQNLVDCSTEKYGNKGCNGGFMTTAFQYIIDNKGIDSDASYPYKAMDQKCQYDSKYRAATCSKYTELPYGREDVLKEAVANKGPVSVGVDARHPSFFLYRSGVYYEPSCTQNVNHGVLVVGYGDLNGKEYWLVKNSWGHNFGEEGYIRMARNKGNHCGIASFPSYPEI
# CatB mix inh: inhibitors of human cathepsin B in compound mixtures. AID 488. inhibition, %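 (ten-compound pools at 5 µM per compound and 50 µM total)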. Purified cathepsin B, AMC dipeptide fluorescence. P07858. 0.06% of 62,000 active; in the data active = inhibition above about 22%, passing the limit was not always enough;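 note: 0% = enzyme without compound and 100% = no enzyme blank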
# CatG inh: cathepsin G (human) inhibition | 0.2% of 62,000 active | P08311 | inhibition, % at 5 µM (by protocol) | purified enzyme, AMC-tetrapeptide fluorescence, pooled mixtures;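 active = inhibition above 20% in each of the two mixture wells holding the compound; inactive = inhibition of 20% or less in either well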;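 note: 0% = enzyme control without mixture and 100% = blank lacking enzyme; strong numbers were not always called active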
# FXIIa inh mix: blocks human factor XIIa in pooled compound mixtures; P00748; purified FXIIa, fluorogenic substrate; inhibition, % at 5 µM; 0.2% of 62,000 active;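 note: 0% = enzyme without compound and 100% = no enzyme blank; some results filed as inactive read as strong as hits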
# CatB inh: blocks human cathepsin B protease activity; P07858; purified cathepsin B, fluorogenic substrate, fluorescence; inhibition, %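 (tested at 10 µM)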; 0.1% of 63,000 active; AID 453; in the data active = inhibition above about 21%;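 note: 0% = enzyme with no compound and 100% = no enzyme blank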
# FXIa inh mix: blocks human factor XIa in pooled compound mixtures; P03951; purified FXIa, fluorogenic substrate; inhibition, % at 5 µM; 0.19% of 62,000 active;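 note: each value is inhibition by a whole ten-compound pool holding the compound; 0% = enzyme with no mixture and 100% = wells lacking enzyme; strong numbers were not always called active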
# C1s inh: human complement C1s inhibition; mean inhibition % of two 10-compound mixtures (active compounds read high), % at 5 µM (by protocol); 0.16% of 62,000 active; purified C1s, fluorogenic AMC substrate, pooled mixtures; AID 538; P09871;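 active = inhibition above 20% in each of the two 10-compound mixture wells holding the compound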;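 note: 0% = enzyme wells lacking compound mixture and 100% = no-enzyme blank wells; some compounds called inactive have numbers as strong as hits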
# Target sequence (P09871 16-437 limits assumed): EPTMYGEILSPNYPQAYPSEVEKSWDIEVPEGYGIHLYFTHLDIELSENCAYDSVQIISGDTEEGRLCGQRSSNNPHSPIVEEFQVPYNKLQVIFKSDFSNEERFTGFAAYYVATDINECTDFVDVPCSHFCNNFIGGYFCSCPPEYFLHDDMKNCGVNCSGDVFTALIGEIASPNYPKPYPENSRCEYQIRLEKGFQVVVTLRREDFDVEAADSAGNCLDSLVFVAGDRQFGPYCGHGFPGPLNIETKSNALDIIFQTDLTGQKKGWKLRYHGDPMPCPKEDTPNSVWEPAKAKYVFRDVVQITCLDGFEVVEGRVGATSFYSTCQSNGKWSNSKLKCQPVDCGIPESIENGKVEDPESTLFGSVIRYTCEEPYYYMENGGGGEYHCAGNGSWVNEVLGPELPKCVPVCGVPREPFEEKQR
# Target sequence (P09871 438-688 limits assumed): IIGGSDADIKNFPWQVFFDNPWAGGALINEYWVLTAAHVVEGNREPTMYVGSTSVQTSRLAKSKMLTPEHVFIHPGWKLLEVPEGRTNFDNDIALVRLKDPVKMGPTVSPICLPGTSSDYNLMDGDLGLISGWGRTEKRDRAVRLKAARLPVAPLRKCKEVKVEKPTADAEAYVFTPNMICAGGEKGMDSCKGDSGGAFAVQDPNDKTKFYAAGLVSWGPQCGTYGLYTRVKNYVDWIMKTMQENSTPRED
# A340 absorber: compounds absorbing at 340 nm. fold change at 10 µM. 65,000 tested, under 10 active. compound absorbance at 340 nm, fold over control;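 active = at 10 µM dose, initial 340 nm absorbance at least 2 fold that of control wells; inactive = change under 2 fold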;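 note: initial absorbance extrapolated from kinetic A340 decline of NADH oxidation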
# Starred values were filed as active, the others as inactive; nt = not tested or not shown. Cut-off read from the data, not from the text of the source, unless noted: active = inhibition above about 20% (passing the limit was not always enough); inactive = the rest. Some of the compounds tested; rates above refer to the full screens.
# Fields – CatB inh, CatL inh, FXIIa inh mix, CatG inh, FXIa inh mix, CatS block, A340 absorber, CatB mix inh, C1s inh
CCOc1cc(-c2noc(-c3ccncc3)n2)cc(Br)c1OC
  3, -18, 8, 7, -3, -1, 1, -3, 2
CN(C)c1ccc(P(=O)(OC2CCCCC2)C(O)c2cccnc2)cc1 (stereo not given)
  -1, -2, -4, 11, 12, -5, 1, 0, 5
Cc1ccc(-n2nc3c(c2NC(=O)c2ccc4c(c2)OCO4)CSC3)c(C)c1
  3, -1, 0, 22, 8, -1, 1, 0, 5
O=C(Cn1[nH]c(=O)c2ccccc2c1=O)Nc1cccc(-c2nnc3n2CCCCC3)c1
  3, 0, 14, -6, 0, 1, 1, 1, -10
Nc1ccc2ncccc2c1
  3, 10, -7, 8, 6, 2, 1, 2, 5
Cn1c(COc2ccccc2)nnc1SCCSc1nnc(COc2ccccc2)n1C
  4, 11, 0, 7, 3, 1, 0.98, -2, -4
Cc1ccccc1Nc1nnc(SCC(=O)NCc2ccco2)s1
  5, 20, 40, -22, -31, -39, 1, -10, -202
Cc1nc2ccccc2c(=O)n1N
  5, -9, 5, 8, 9, -1, 1, 3, 6
CCOC(=O)N1CCN(c2c(N3CCc4ccccc43)c(=O)c2=O)CC1
  10, 17, 1, -13, -5, 3, 1.2, 1, -42
C/C(N)=C(\C#N)C(=O)NCc1ccccn1
  0, 23, 11, 9, 4, 3, 1, 4, 16
Cc1c(S(=O)(=O)Nc2cccc(Cl)c2)c(=O)n(C)c(=O)n1C
  9, 19, 4, 3, -9, 1, 1.1, -2, -92
Cc1cc(C)n(CCCNC(=O)c2ccc3c(c2)NC(=O)CS3)n1
  4, -4, 12, 15, 9, 13, 0.99, 5, 14
CN1CCN(S(=O)(=O)c2cccc(C(=O)N(c3ccccn3)C3CCCCC3)c2)CC1
  -3, nt, 1, -2, 10, -3, 1, 4, 6
CC1(C)CC2CC(C)(CN2C(=O)c2cc(-c3ccccc3O)on2)C1 (stereo not given)
  -1, nt, -6, 8, 2, 28, 0.98, 1, 12
COc1ccc(CN2CCNC(=O)C2CC(=O)O)cc1OC (stereo not given)
  1, 0, 1, 1, 7, -5, 1, 6, 4
COC(=O)c1cc2occc2n1Cc1c(F)cccc1Cl
  -7, -7, 6, -3, -17, -18, 0.98, -7, -48
CCc1ccc(OCC(=O)N(C)C)c(Br)c1
  0, 2, -18, -9, 8, -6, 1.1, 3, -4
CCc1c(C)nc2ncnn2c1Nc1ccc(C#N)c(Cl)c1
  -8, 1, 11, -1, 5, 1, 1.1, 8, 3
CCOc1ccc(NS(=O)(=O)c2ccc(NS(C)(=O)=O)cc2)cc1
  2, 76*, 0, 6, 4, -7, 1, 4, -8
O=C(Cc1c(O)c2ccccc2[nH]c1=O)NCc1cccc(F)c1
  2, 16, 0, 9, 10, 12, 1, 4, 3
CCN(CCCNC(=O)Cn1cc2c(n1)CCCC2)c1cccc(C)c1
  3, nt, 2, -3, 6, 15, 1.1, 6, -13
CCN(CC)CC(=O)Nc1c(Br)ccc2c1OCO2
  -1, 1, 1, 2, 4, 1, 1, 3, -4
Cc1ccc(S(=O)(=O)N2CCN(CCO)CC2)cc1-c1nnc2c3ccccc3c(C)nn12
  4, 5, -15, 10, -1, -4, 0.97, 4, 6
COc1ccc(CNC(=O)Nc2cccs2)cc1OC
  -7, 11, 10, 4, 2, 8, 1, -2, -19
CC1=C(C(N)=O)C(c2ccccn2)n2nc(SCc3ccccc3Cl)nc2N1 (stereo not given)
  5, 9, 2, 7, -19, 3, 1, -2, -21
Oc1ccc(N=Cc2ccc(O)c(O)c2)cc1
  0, -7, 7, 9, 6, -5, 1.1, 5, 9
Cn1c(=O)c2c(nc(CN3CCN(Cc4ccccc4)CC3)n2Cc2ccccc2)n(C)c1=O
  -1, 0, -2, 11, 4, 2, 1, 3, -20
O=C(Cc1ccccc1F)Nc1nc(-c2cccs2)cs1
  6, nt, 2, 8, 6, -3, 1, 2, 13
CCOc1ccccc1C(=O)N1CCCCC1C (stereo not given)
  1, 4, -3, 0, 11, 16, 1.1, 2, -27
COc1ccc(-c2noc(-c3cc(C)cc(C)c3)n2)cc1OC
  2, nt, 5, 9, 7, 6, 1, 0, 14
CS(=O)(=O)Nc1cccc2cccnc12
  2, 2, -10, 10, 1, -1, 1, 5, 15
COC(=O)c1ccc(OCC2c3cc(OC)c(OC)cc3CCN2C(=O)c2ccco2)cc1 (stereo not given)
  2, -1, 5, 13, 14, 0, 0.99, 4, 13
CCCC1(C(=O)OC)NC(c2cc(OC)c(OC)c(OC)c2)C2C(=O)N(CC)C(=O)C21 (stereo not given)
  10, 19, 3, -14, 0, 19, 1, 4, -13
COc1cc(C(=O)OCCN2CCCCC2)ccc1O
  -1, 18, -15, 10, 7, -3, 1, 2, -2
Nc1ccccc1SCC(=O)N1CCc2ccccc21
  -2, -2, 7, -7, 5, -7, 1, 2, -4
O=C(NCSC1=NCCS1)c1ccccc1
  3, 11, -22, 7, 8, -4, 1, -1, 7
Clc1ccccc1-c1nn2c(COc3ccccc3)nnc2s1
  0, -4, 12, 1, 6, -2, 1.1, 6, -1
O=C(Nc1nccs1)C1CCCN(S(=O)(=O)c2cccc3cccnc23)C1 (stereo not given)
  1, 11, -15, 9, 8, -2, 1, 0, 10
Cn1c(=N)n(CC(O)c2ccco2)c2ccccc21 (stereo not given)
  -1, 3, 5, 9, 8, -17, 1, 0, -1
O=C(Cn1nc(Cc2cccnc2)c2ccccc2c1=O)NCCCN1CCCC1=O
  2, nt, 5, -1, 4, -1, 1, 2, 0
O=C(O)CCCn1nc(C(F)(F)F)c2c1CCCCC2
  -3, 8, 7, -37, 0, -7, 1, 5, -37
CCOc1ccc(NC(=O)C2CSC(c3ccncc3)=N2)cc1 (stereo not given)
  3, 13, -14, -9, 4, 12, 1, 5, -5
O=C1c2ccccc2C(O)(Cc2ccccc2)N1C1CCCCC1 (stereo not given)
  9, 104*, 0, 8, 7, -1, 1, 3, 14
COc1ccc(CCNC(=O)c2ccc(NS(=O)(=O)c3c(C)noc3C)cc2)cc1OC
  4, 5, 7, -1, -11, -7, 1, 0, -79
O=C(Cn1c(N2CCN(c3ccccc3)CC2)nc2ccccc21)c1ccccc1
  -2, 14, -5, -10, -4, -4, 1, 1, -88
CC1CCN(C(=O)C2CCN(C(=O)c3cc4sccc4n3Cc3ccc(F)cc3)CC2)CC1
  1, 54*, 2, 7, -3, -2, 0.97, 1, -4
c1cn2cc(-c3ccc4c(c3)OCO4)nc2s1
  3, 11, 0, 4, 3, 11, 1, 0, 5
CC1Cc2nc(SCC(=O)N3CCOCC3)n(-c3ccccc3)c(=O)c2S1 (stereo not given)
  0, 1, -1, -3, 3, -3, 1.1, 3, -1
CC(C)CCn1c(N2CCOCC2)nc2c1c(=O)n(CC(N)=O)c(=O)n2C
  3, -3, 4, 2, 0, 2, 1.1, -1, 6
COc1ccc(S(=O)(=O)N2CCCC2C(=O)Nc2nccs2)cc1 (stereo not given)
  2, 0, -31, 3, 2, -10, 1.1, -2, -47

# Random excerpt: 2 entries already listed
# Fields – CatB inh, CatL inh, FXIIa inh mix, CatG inh, FXIa inh mix, CatS block, A340 absorber, CatB mix inh, C1s inh
COc1ccc(CCNC(=O)c2ccc(NS(=O)(=O)c3c(C)noc3C)cc2)cc1OC
  4, 5, 7, -1, -11, -7, 1, 0, -79
CC1CCN(C(=O)C2CCN(C(=O)c3cc4sccc4n3Cc3ccc(F)cc3)CC2)CC1
  1, 54*, 2, 7, -3, -2, 0.97, 1, -4

# Later entries
# Fields – CatB inh, CatL inh, FXIIa inh mix, CatG inh, FXIa inh mix, CatS block, A340 absorber, CatB mix inh, C1s inh
COc1ccccc1NC(=O)C1=C(C)Nc2nc(-c3ccc(N(C)C)cc3)nn2C1c1ccncc1 (stereo not given)
  4, 9, 2, 8, 8, 4, 1, -1, 16
COC(=O)c1ccc(CSc2nc(C)nc3sc(C)c(C)c23)o1
  2, 3, 1, 5, 0, 16, 1.1, 3, -12
COc1ccc2[nH]cc(CCN=C3SCC(=O)N3C)c2c1
  -5, 16, 2, 2, -3, 12, 1, 1, 1
Cc1oc(C(=O)O)cc1COc1ccccc1Cl
  2, 9, 21, -2, 2, 0, 1, 1, 0
CN1CCN(CCNC(=O)c2cc3c(=O)n(C)c4ccccc4c3n2C)CC1
  4, 5, 5, 6, 6, 5, 1.1, -2, 14
CCOC(=O)c1cn(CC(=O)Nc2ccc(CC)cc2)nn1
  3, -4, 3, -3, -14, -4, 1, 1, -44
CC(C)Cc1cc(C(=O)Nc2ccc(F)cc2F)no1
  3, -2, 12, 8, 9, 3, 1, 2, 14
O=C(O)CSc1sc(=S)sc1SCC(=O)O
  -6, -10, 8, -2, 7, -5, 1.1, 4, -27
COc1cc2c(cc1OC)C(C(=O)O)C(c1cc(Br)c(O)c(OC)c1)N(C)C2=O (stereo not given)
  5, 25, -3, 7, 1, 9, 0.99, 3, 2
Cc1ccc2c(CC(=O)OCc3csc(C)n3)coc2c1
  8, 16, -5, 13, 7, 2, 0.99, 5, 6
CCc1c(C)[nH]n(CCC#N)c1=O
  2, nt, -17, 12, 4, 8, 1, 1, 19
COc1ccc(N/C=C2\CCOC2=O)cc1
  nt, nt, 3, 9, 0, -2, 1.2, 5, 12
CN1CCN(C2=C(Cl)C(=O)N(c3cccc(Cl)c3)C2=O)CC1
  2, 11, -12, 7, 2, 18, 1.1, 8, -5
COc1cc(S(=O)(=O)N2CCCCCC2)ccc1Cl
  -1, 0, 1, 6, 5, 5, 1.1, 3, 5
O=C(NCc1cccnc1)NC1(C(F)(F)F)Oc2ccccc2O1
  2, 0, -19, 5, 0, -4, 1, 2, -5
O=C(Cn1nnc(-c2ccccc2-n2cnnn2)n1)N1CCCCC1
  0, -5, 16, 11, 7, -3, 0.98, 2, 13
COCCCN1C(=O)C(O)=C(C(C)=O)C1c1ccccn1 (stereo not given)
  1, 8, 3, 5, 11, 5, 1, 9, 5
CCOC(=O)N1CCN(Cc2nc(N)nc(Nc3ccc(Oc4ccccc4)cc3)n2)CC1
  4, 4, 4, 10, 1, -2, 1, 2, 14
CN1CCN(C(=O)c2ccc(C3SCC(=O)N3Cc3ccco3)cc2)CC1 (stereo not given)
  -1, 5, 2, -1, 2, 1, 1.1, -1, 2
CCOC(=O)C1CCN(c2ncnc3c2oc2ccc(Br)cc23)CC1
  -4, 10, -2, -1, -2, 4, 1, 0, 0

# Structures above that contain a furan ring, fused or not:
# Fields – CatB inh, CatL inh, FXIIa inh mix, CatG inh, FXIa inh mix, CatS block, A340 absorber, CatB mix inh, C1s inh
Cc1ccccc1Nc1nnc(SCC(=O)NCc2ccco2)s1
  5, 20, 40, -22, -31, -39, 1, -10, -202
COC(=O)c1cc2occc2n1Cc1c(F)cccc1Cl
  -7, -7, 6, -3, -17, -18, 0.98, -7, -48
COC(=O)c1ccc(OCC2c3cc(OC)c(OC)cc3CCN2C(=O)c2ccco2)cc1 (stereo not given)
  2, -1, 5, 13, 14, 0, 0.99, 4, 13
Cn1c(=N)n(CC(O)c2ccco2)c2ccccc21 (stereo not given)
  -1, 3, 5, 9, 8, -17, 1, 0, -1
COC(=O)c1ccc(CSc2nc(C)nc3sc(C)c(C)c23)o1
  2, 3, 1, 5, 0, 16, 1.1, 3, -12
Cc1oc(C(=O)O)cc1COc1ccccc1Cl
  2, 9, 21, -2, 2, 0, 1, 1, 0
Cc1ccc2c(CC(=O)OCc3csc(C)n3)coc2c1
  8, 16, -5, 13, 7, 2, 0.99, 5, 6
CN1CCN(C(=O)c2ccc(C3SCC(=O)N3Cc3ccco3)cc2)CC1 (stereo not given)
  -1, 5, 2, -1, 2, 1, 1.1, -1, 2
CCOC(=O)C1CCN(c2ncnc3c2oc2ccc(Br)cc23)CC1
  -4, 10, -2, -1, -2, 4, 1, 0, 0
